Assay outcomes deposited in PubChem BioAssay by several laboratories.
MEKK3 PB1 HTS – modulators (inhibitors or enhancers) of MEK5 binding to human MEKK3 PB1 domain | AID 1529 | binding response (% of control), % at 10 µM | 1.4% of 290,000 active | Q99759 | bead-based flow cytometry, Alexa488-MEK5 binding to MEKK3; actives lie on both sides; 0 = blocked by unlabeled MEK5, 100 = vehicle;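 active = binding response more than 3 SD above or below the average of its plate-row segment, actives on both sides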;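 note: Alexa488 bead fluorescence after subtracting the streptavidin-only scavenger bead signal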
NS3 helicase inh – HCV NS3 helicase inhibition | AID 1800 | inhibition, % at 10.9 µM | NS3 helicase DNA unwinding, Cy5 molecular beacon fluorescence | 0.56% of 290,000 active;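 active = inhibition above the mean of all tested compounds plus 3 SD, set per campaign, cut at about 35% in these data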;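 note: 0% = DMSO wells and 100% = thioflavine S control wells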
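test system = hepatitis C virus NS3 helicase domain fragment enzyme | reagent = annealed dual-labelled DNA beacon duplex, ATP-started | times = 1 h at 25 °C | detection = Cy5 fluorescence, 0 and 60 min reads | read-out basis = percent inhibition from t60/t0 fluorescence ratio | control set = DMSO and thioflavine S | replication = one well per compound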
MEKK2 mut-MEK5 – signal of MEK5 binding to mutant human MEKK2 PB1 domain; bead flow cytometry, Alexa488-MEK5 binding to MEKK2 mutant; percent response, % at 10 µM; 0.35% of 290,000 active; in the data active = percent response above about 24%, passing the limit was not always enough; note: inactives centre near 1; some results filed as inactive read as strong as hits
CRFBP-R2 agonist – agonists of human CRF-binding protein/CRF-R2 receptor complex. HEK293 CRF-R2/CRF-BP, calcium dye fluorescence (FLIPR); percent of saturating CRF peptide response. activation, % at 13.2 µM. 0.46% of 350,000 active. AID 588473;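 active = activation of at least 50%, plus an integration ratio under a set limit after plate pattern correction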;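 note: plate controls were neutral control wells without compound for no effect and CRF at EC100 for full effect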
DNA FID counter – displaces DNA intercalator in HCV helicase counter-screen. DNA fluorescent intercalator displacement, fluorescence. inhibition, % at 7.9 µM. 0.17% of 290,000 active. AID 1845; in the data active = inhibition above about 37%;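 note: 0% = vehicle and 100% = reference compound; higher means more ethidium bromide displaced from hairpin DNA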
CRFBP-R2 block – CRF-BP/CRF-R2 complex antagonism. AID 588475. 0.59% of 350,000 active. HEK293 CRF-R2/CRF-BP, CRF-induced calcium fluorescence. inhibition, % at 11.8 µM;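 active = inhibition of the ligand-induced calcium signal above about 50% at the single tested concentration, limit read from the data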
GalR3 antagonist – human GalR3 antagonism; HEK293 GalR3-CNG cAMP membrane potential fluorescence; galR3 body fused to GalR1 C-terminus; inhibition, % at 3 µM; 0.44% of 360,000 active; AID 651719;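 active = inhibition above the screen-wide average plus 3 SD, cut at about 13% in these data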;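 note: forskolin and galanin both at EC90 stimulate the cells; cAMP rise reported by CNG channel membrane potential dye signal; 0% = forskolin plus galanin with DMSO and 100% = forskolin alone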
Target sequence (O60755 1-299 limits assumed): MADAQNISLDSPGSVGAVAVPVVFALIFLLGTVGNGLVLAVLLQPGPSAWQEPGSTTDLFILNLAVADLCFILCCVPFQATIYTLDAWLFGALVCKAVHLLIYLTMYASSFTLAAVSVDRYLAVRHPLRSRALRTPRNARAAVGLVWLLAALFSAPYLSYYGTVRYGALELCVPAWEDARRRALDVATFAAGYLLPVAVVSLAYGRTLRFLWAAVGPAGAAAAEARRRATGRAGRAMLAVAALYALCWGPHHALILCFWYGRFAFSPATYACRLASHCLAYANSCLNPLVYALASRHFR
MEKK2wt PB1 HTS – raises or lowers MEK5 binding to wildtype human MEKK2 PB1 domain; Q9Y2U5; bead flow cytometry, Alexa488-MEK5 binding to MEKK2 WT; actives lie on both sides; binding response (% of control), % at 10 µM; 1.1% of 290,000 active; AID 1531; in the data active = binding response below about 67% or above about 130%
UBC9 SUMO inh – blocks human SUMOylation mediated by UBC9; P63279; HTRF SUMOylation assay, SAE1/SAE2 + UBC9, in vitro; inhibition, % at 35 µM; 0.36% of 290,000 active; AID 2006; in the data active = inhibition above about 50%, passing the limit was not always enough; note: strong numbers were not always called active
Target sequence (P63279 whole entry, looked up): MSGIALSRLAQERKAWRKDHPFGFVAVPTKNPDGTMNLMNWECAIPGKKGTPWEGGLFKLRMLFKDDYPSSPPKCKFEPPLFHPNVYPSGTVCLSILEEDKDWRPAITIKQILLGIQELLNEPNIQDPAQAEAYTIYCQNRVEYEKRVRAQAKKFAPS
An asterisk follows results filed as active; x = not tested or not shown; [ ] = dose if it differs, or a comment. Not all compounds are listed (hit frequency here may not be typical).

The opening 3 entries (preview)
SMILES	MEKK3 PB1 HTS	NS3 helicase inh	MEKK2 mut-MEK5	CRFBP-R2 agonist	DNA FID counter	CRFBP-R2 block	GalR3 antagonist	MEKK2wt PB1 HTS	UBC9 SUMO inh
Cc1ccc(CN2CCN(Cc3cccc4c3OCO4)CC2CCO)cc1 (stereo not drawn)	103	4	5	0.7	10	13	7	108	2
CCOC(=O)c1sc(/N=C/c2c(O)ccc3ccccc23)cc1C	96	14	19	-0.8	-6	2	-7	114	20
COc1cccc(-c2noc(C3CCCN(C(=O)c4ccccc4OC)C3)n2)c1 (stereo not drawn)	103	6	5	0.2	-38	-5	-9	106	3

The list itself, from the first entry:
SMILES	MEKK3 PB1 HTS	NS3 helicase inh	MEKK2 mut-MEK5	CRFBP-R2 agonist	DNA FID counter	CRFBP-R2 block	GalR3 antagonist	MEKK2wt PB1 HTS	UBC9 SUMO inh
Cc1ccc(CN2CCN(Cc3cccc4c3OCO4)CC2CCO)cc1 (stereo not drawn)	103	4	5	0.7	10	13	7	108	2
CCOC(=O)c1sc(/N=C/c2c(O)ccc3ccccc23)cc1C	96	14	19	-0.8	-6	2	-7	114	20
COc1cccc(-c2noc(C3CCCN(C(=O)c4ccccc4OC)C3)n2)c1 (stereo not drawn)	103	6	5	0.2	-38	-5	-9	106	3
CCOC(=O)/C=C/C(=O)Nc1ccccc1-c1ccccc1NC(=O)/C=C/C(=O)OCC	114	8	0	-2.4	-29	2	-5	106	-12
O=C(COc1ccc2c(c1)OCO2)Nc1ccccc1F	98	9	-2	1.3	-2	-5	-6	98	19
COC(=O)c1sc(-c2ccccc2)cc1NC(=O)c1ccc(F)cc1	99	9	11	1.5	3	29	-1	98	3
CC(=O)/C(=N\Nc1cccc(Cl)c1)Sc1nnc(-c2ccccc2)n1-c1ccccc1	101	-16	-1	-0.8	-7	-21	8	95	12
O=C(COC(=O)c1ccc(Cl)nc1)NCc1cccs1	91	8	-4	-0.3	0	9	-5	90	15
CC1CCCC(C)N1C(=O)CSc1nc2c(c(=O)n(C)c(=O)n2C)n1C (stereo not drawn)	99	17	4	0.6	-28	-9	-9	94	4
Cc1c(NC(=O)COC(=O)CCc2c[nH]c3ccccc23)c(=O)n(-c2ccccc2)n1C	102	12	7	-14	-12	23	1	108	13
N/C(=N\OC(=O)c1ccccc1Cl)c1ccc(Cl)cc1	96	2	-2	0.6	0	5	8	102	-2
Cc1ccc(N/C=C/C(=O)c2ccco2)c(O)c1	99	6	-1	11	-10	-22	-3	100	4
COc1cc(OC)c(NC(=O)CCNS(=O)(=O)c2cc(Br)cnc2N)cc1Cl	105	-14	22	-1.4	3	18	-3	107	0
Cc1ccc(/C=N/NC(=O)c2ccc(-c3ccccc3)cc2)o1	104	-2	0	0.2	-20	6	-8	101	4
CC(C)CC(=O)N/N=C/c1c(N)n(C)c(=O)n(C)c1=O	92	23	-7	0.1	-6	6	-7	94	17
Cc1ccc(-n2c(=O)c3ccccc3n(CC(=O)C(C)(C)C)c2=O)cc1	107	8	-3	-0.9	-27	-20	-4	103	11
Cc1ccccc1C(=O)NC(=S)Nc1ccccc1[N+](=O)[O-]	105	-3	4	-0.1	1	-19	x	101	9
C=CCOc1c2ccc(C(=O)N(CC)c3ccc(OC)cc3)cc2nn1C	100	-3	4	0.0	-13	-2	-3	106	11
Cc1ccc(CNc2ccc3nnc(-c4ccccc4)n3n2)cc1	108	-12	-3	-0.9	-10	15	1	102	28
Cc1cccc(CN2CCC(C(=O)Nc3cccc(-c4cccc(F)c4)c3)CC2)n1	100	-76	-1	-0.3	36	-18	-14	109	5
CCOc1ccccc1NC(=O)c1cccnc1	103	-4	3	0.5	-2	0	3	104	x
OC(COCC1CC=CCC1)Cn1cnc2ccccc21 (stereo not drawn)	97	5	-3	-3.4	-10	-2	-5	96	5
CCCN(C(=O)CSc1nnnn1C)c1c(N)n(Cc2ccccc2)c(=O)[nH]c1=O	93	-18	-4	-1.0	-19	2	-3	92	8
O=C(NCc1ccco1)/C(=C\c1cccs1)NC(=O)c1cccs1	99	-6	-1	1.7	-2	-4	-6	92	1
O=C(Nc1ccc2c(c1)OCO2)C1CCN(C(=O)c2ccc(Cl)cc2)CC1	101	3	-4	-1.6	-6	4	0	110	18
COc1ccc(NC(=O)N(Cc2ccc(C)cc2)Cc2ccccn2)c(OC)c1	107	-11	6	-3.0	-9	3	2	104	x
COc1ccc(CNC(=O)CCC(=O)N2CCN(C(C)=O)CC2)cc1	103	3	2	1.6	-7	2	-7	103	12
COc1ccc(C(=O)N/C(=C/c2ccco2)C(=O)N2CCCCCC2)cc1	98	4	0	0.9	-34	-7	-8	92	13
CCN(CC(=O)Nc1ccc(NC(C)=O)cc1)C(=O)COc1ccccc1Cc1ccccc1	100	-12	1	-0.4	-47	14	2	101	-9
COc1ccc(-c2cc(=O)[nH]c(=S)[nH]2)cc1	102	1	-2	1.3	-2	6	-1	99	16
CCN1CCC(=NNC(=O)c2ccc(C)c([N+](=O)[O-])c2)CC1	104	-1	7	-0.6	2	7	-2	111	10
CCOc1cc(C(=O)N2CCC(CC3CC(c4ccc(Cl)cc4)=NO3)(C(=O)NCC3CCCCC3)CC2)cc(OCC)c1OCC (stereo not drawn)	100	-13	1	1.7	-43	-4	-3	86	-4
COc1ccc(C2C(C(=O)NCCN(C)C)c3ccccc3C(=O)N2C)cc1OC (stereo not drawn)	119	3	4	-2.7	-2	-2	-5	117	6
COc1ccc(NC(=O)CN(Cc2ccccc2)Cc2ccccc2)cc1S(N)(=O)=O	100	3	2	-6.0	-27	-10	-11	106	-20
CN1N=C(C(F)(F)F)CC1=O	121	-3	0	-1.0	-6	5	-5	104	-2
Cc1ccc(OCCSc2ncnc3nc[nH]c23)cc1	101	-1	5	0.8	-6	1	6	99	2
NC1=NC2=C(CCCC2)C2(CCCCC2)S1	106	-15	4	-0.8	10	-16	-7	107	4
N#C/C(=C\N1CCOCC1)S(=O)(=O)c1ccc(Cl)cc1	83	-13	-30	-0.7	-2	-5	-3	88	-2
CN(C)c1ccc(/C=N/NC(=O)c2ccc(CN3CCOCC3)cc2)cc1Br	97	-10	0	-2.0	-8	37	1	102	13
COC(=O)CSc1ncnc2c1sc1nc3c(cc12)COC(C)(C)C3	100	6	1	1.5	-9	-5	-1	99	-14
Cc1ccc(-n2c(C)cc(C=C(C#N)C#N)c2C)cc1	100	-3	2	-0.2	-2	8	-5	100	9
Cc1cc(Oc2cc(NN3CCCCC3)c([N+](=O)[O-])cc2[N+](=O)[O-])c(C(=O)c2ccccc2)cc1Cl	99	-7	-1	-1.9	-4	1	-4	91	11
COc1cc(/C=C/c2ccc3cccc(OC)c3n2)c(O)c([N+](=O)[O-])c1	50*[inhibitor]	-6	-15	0.0	-5	3	-4	55*[inhibitor]	39
OCCOCCN1CCN(C(=S)Nc2ccccc2)CC1	107	-2	0	-0.5	-4	70*	8	105	20
O=S(=O)(Nc1cc(C(F)(F)F)ccc1N1CCOCC1)c1ccccc1	102	-6	1	-2.4	-21	-14	-3	102	8
COc1cccc(NC(=O)CN(C)C(=O)c2ccc3ccccc3c2)c1	101	-2	-2	-0.5	-17	-20	0	102	12
CCC(C)(C)NC(=O)CN(C(=O)CNS(=O)(=O)c1ccc(C)cc1)c1ccc2c(c1)OCCO2	94	-7	-3	-3.0	-36	8	-2	92	-1
CCOC(=O)N1CCN(C(=O)C(CC(C)C)NC(=O)C2CCCCC2)CC1 (stereo not drawn)	99	6	-2	-0.1	-28	4	-7	98	9
Cc1cccc(C(=O)Nc2c3c(nn2C(C)(C)C)CS(=O)(=O)C3)c1	101	1	5	-0.5	-11	3	1	103	3
CCOc1ccccc1Nc1nc(-c2sc(NC(=O)c3ccc([N+](=O)[O-])cc3)nc2C)cs1	100	12	3	x	9	x	x	102	-4

(list continues)
SMILES	MEKK3 PB1 HTS	NS3 helicase inh	MEKK2 mut-MEK5	CRFBP-R2 agonist	DNA FID counter	CRFBP-R2 block	GalR3 antagonist	MEKK2wt PB1 HTS	UBC9 SUMO inh
COc1cc2c(cc1NCc1ccc3c(c1)OCO3)oc1ccccc12	97	-1	2	-0.3	-3	0	-3	102	1
CCC/C(=N\NC(=O)c1ccc(CSc2nncn2C)cc1)c1ccccc1	100	-9	-1	-2.0	-9	6	-4	101	-3
CCN(Cc1ccccc1)CC(O)COC(c1ccc(OC)cc1)c1ccc(OC)cc1 (stereo not drawn)	105	-79	7	-0.1	23	3	-2	126	-7
COc1ccc(C2(CNC(=O)c3ccc(N)cc3)CCCC2)cc1	102	-3	6	-2.4	-17	3	-10	104	2
COc1ccc(-c2cc(=O)oc3cc(OC(=O)C4CCCCC4)c(Cl)cc23)cc1	105	11	-1	2.9	-10	-6	-4	103	42
COC(=O)c1ccc(NC(=O)c2ccc(NC(=O)c3ccco3)cc2)cc1	99	-18	-4	0.2	-13	1	0	94	26
CCC(C)NS(=O)(=O)c1ccc(NS(=O)(=O)c2ccccc2[N+](=O)[O-])cc1 (stereo not drawn)	98	0	-7	3.1	-6	-6	-4	97	-4
COc1ccc(NS(=O)(=O)c2cccc(-c3nnc4n3CCCCC4)c2)cc1	104	2	-5	-1.3	-12	-13	1	100	8
C/C(CC(=O)Nc1ccc(N(C)C)cc1)=N\NC(=O)c1ccc(F)cc1	91	-5	-4	1.4	-11	-3	-4	93	10
COc1ccc(S(=O)(=O)N(CC(=O)N/N=C/c2ccc(C(=O)O)cc2)Cc2ccccc2)cc1OC	102	11	-1	-1.4	-24	13	-9	98	10
O=C(NCc1cccs1)C(=O)NCC(c1ccco1)N1CCN(c2ccccc2)CC1 (stereo not drawn)	98	-8	1	2.4	-21	-5	4	97	-3
COc1ccc(Cl)cc1NC(=O)CN(C(=O)c1ccco1)C1CCCCC1	101	-3	-2	-1.1	-28	-27	-4	97	11
CCN(Cc1ccccc1)S(=O)(=O)c1cc(C(=O)NCC2CCCCC2)ccc1OC	99	-6	2	0.4	-22	4	2	99	-13
Cc1ccc(NC(=O)CC2S/C(=N/c3nccs3)N(C)C2=O)c(C)c1 (stereo not drawn)	100	-2	2	-0.6	-11	-17	0	102	8
Cc1sc(NC(=O)C2CCCCC2)c(C#N)c1-c1ccccc1	x	-4	x	1.6	-6	-24	3	x	-5
Cc1nn(CC(=O)OC(C)C(=O)Nc2ccccc2[N+](=O)[O-])c(C)c1[N+](=O)[O-] (stereo not drawn)	98	-7	3	0.2	0	11	1	94	-2
COC(=O)c1c(C)oc(C)c1S(=O)(=O)Nc1ccccc1	132*	-2	24	-0.1	-9	5	-2	130	17
CCOc1ccc(N2CC(C(=O)NCc3ccco3)CC2=O)cc1 (stereo not drawn)	99	14	1	-1.6	-15	0	-8	98	10
Cc1cccc(NC(=O)NNC(=O)c2nn(C)cc2Br)c1	105	3	4	-1.5	-1	18	-1	111	6
C/C(Cl)=C/Cn1c(SCCN2CCOCC2)nc2c1c(=O)[nH]c(=O)n2C	98	2	0	-1.6	-18	0	-4	103	17
CCCc1cc(C(=O)Nc2cc(Br)ccc2O)no1	102	-4	2	-5.4	12	30	x	97	-2
